# UBC9 SUMO inh: inhibitors of human SUMOylation (UBC9); 290,000 tested, 0.36% active; AID 2006; P63279; HTRF SUMOylation assay, SAE1/SAE2 + UBC9, in vitro; inhibition, % at 35 µM; in the data active means inhibition above about 50%, passing the limit was not always enough; further: strong numbers were not always called active
# GalR3 antagonist: antagonists of human GalR3; O60755; HEK293 GalR3-CNG cAMP membrane potential fluorescence; galR3 body fused to GalR1 C-terminus; inhibition, % at 3 µM; 360,000 tested, 0.44% active;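 active means inhibition above the screen-wide average plus 3 SD, cut at about 13% in these data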;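 further: forskolin and galanin both at EC90 stimulate the cells; cAMP rise reported by CNG channel membrane potential dye signal; 0% = forskolin plus galanin with DMSO and 100% = forskolin alone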
# IDE cell activ: IDE (human) activation, cell-based; P14735; AID 493087; 340,000 tested, 0.073% active; HEK cells, FAbeta-B cleavage, fluorescence polarization; 0% vehicle, 100% cell-free pure enzyme wells; activation, % at 5.96 µM;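 active means activation above the mean of all tested compounds plus 3 SD, set per screening campaign, cut at about 17% in these data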
# Target sequence (P14735 whole entry, looked up): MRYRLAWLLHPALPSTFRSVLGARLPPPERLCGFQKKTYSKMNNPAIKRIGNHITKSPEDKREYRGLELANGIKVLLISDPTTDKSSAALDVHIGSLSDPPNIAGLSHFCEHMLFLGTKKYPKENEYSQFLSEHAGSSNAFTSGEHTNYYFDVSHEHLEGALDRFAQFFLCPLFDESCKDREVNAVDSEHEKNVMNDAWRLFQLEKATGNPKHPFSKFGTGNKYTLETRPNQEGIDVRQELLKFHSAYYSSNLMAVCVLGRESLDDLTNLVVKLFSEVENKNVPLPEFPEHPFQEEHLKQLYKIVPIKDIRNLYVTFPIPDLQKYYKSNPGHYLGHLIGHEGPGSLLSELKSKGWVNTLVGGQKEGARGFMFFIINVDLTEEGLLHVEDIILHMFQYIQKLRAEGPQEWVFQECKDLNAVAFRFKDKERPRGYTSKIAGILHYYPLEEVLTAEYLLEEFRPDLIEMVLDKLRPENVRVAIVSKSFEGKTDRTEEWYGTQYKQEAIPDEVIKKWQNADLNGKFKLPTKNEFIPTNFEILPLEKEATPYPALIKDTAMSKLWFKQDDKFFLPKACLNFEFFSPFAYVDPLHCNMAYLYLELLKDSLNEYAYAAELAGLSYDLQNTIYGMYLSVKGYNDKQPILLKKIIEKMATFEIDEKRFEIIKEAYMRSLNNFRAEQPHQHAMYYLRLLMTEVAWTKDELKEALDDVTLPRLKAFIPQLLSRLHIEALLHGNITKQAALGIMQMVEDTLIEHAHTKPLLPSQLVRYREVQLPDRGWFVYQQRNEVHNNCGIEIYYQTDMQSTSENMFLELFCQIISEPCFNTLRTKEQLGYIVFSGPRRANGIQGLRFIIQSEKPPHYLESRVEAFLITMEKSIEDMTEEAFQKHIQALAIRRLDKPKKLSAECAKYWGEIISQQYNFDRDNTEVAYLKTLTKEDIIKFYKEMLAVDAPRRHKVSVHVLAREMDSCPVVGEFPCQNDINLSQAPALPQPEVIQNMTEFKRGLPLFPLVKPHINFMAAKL
# IDE cell inh: inhibitors of human insulin-degrading enzyme in cells; P14735; HEK cells, FAbetaB cleavage, fluorescence polarization; inhibition, % at 5.59 µM; 320,000 tested, 0.41% active; AID 434962;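 active means percent inhibition above the average of all tested compounds plus 3 SD, set per screening campaign, cut at about 16% in these data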;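 further: IDE supplied by intact live HEK cells; FP after avidin binding of uncleaved biotin substrate so inhibition keeps polarization high; 0% = DMSO wells and 100% = 60 µM reference IDE inhibitor Ii1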
# NS3 helicase inh: HCV NS3 helicase inhibition; 290,000 tested, 0.56% active; inhibition, % at 10.9 µM; NS3 helicase DNA unwinding, Cy5 molecular beacon fluorescence;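 active means inhibition above the mean of all tested compounds plus 3 SD, set per campaign, cut at about 35% in these data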;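 further: 0% = DMSO wells and 100% = thioflavine S control wells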
#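 Control set: DMSO versus 110 µM thioflavine S; Material: NS3 helicase fragment of HCV; Measured by: Cy5 fluorescence at 0 and 60 min, beacon hairpin quenching; Read-out basis: percent inhibition from t60/t0 fluorescence ratio; Times: reaction time 60 min, 25 °C; Repeats: single replicate; Compound dosing: single dose, 10.9 µM nominal final, DMSO 0.8% final.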
# IMP-1 inh: blocks Pseudomonas aeruginosa IMP-1 metallo-beta-lactamase. purified IMP-1, nitrocefin hydrolysis, epi-absorbance fluorescence. inhibition, % at 5.6 µM. 290,000 tested, 0.45% active. AID 1556;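 active means inhibition above the mean plus 3 SD of all compounds in the same screening run, cut at about 4.5% in these data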;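 further: 0% = IMP-1 with DMSO and 100% = DMSO wells lacking enzyme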
#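 Material – recombinant IMP-1 enzyme, purified · Amount – IMP-1 0.2 nM before substrate addition · Medium – HEPES buffer pH 7.1 with ZnSO4 and Brij 35 · Timing – 25 °C, 15 min preincubation, 25 min reaction · Measured by – plate fluorescence quenching by hydrolysis product, ex 480/em 530 nm · Read-out – percent enzyme inhibition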
# VIM-2 inhibitor: inhibitors of Pseudomonas aeruginosa VIM-2 metallo-beta-lactamase; purified VIM-2, nitrocefin hydrolysis, epi-absorbance fluorescence; inhibition, % at 5.6 µM; 290,000 tested, 0.89% active; AID 1527;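 active means inhibition above the mean of all tested compounds plus 3 SD, cutoff set per screening run, cut at about 7.5% in these data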;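 further: red hydrolysis product quenches plate fluorescence so inhibitors raise well fluorescence; 0% = enzyme with DMSO and 100% = DMSO without enzyme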
# p-CIP stab down: p/CIP protein destabilization. Q05BA5. F442A p/CIP-EGFP cells, EGFP fluorescence, 16 h. 290,000 tested, 0.01% active. decrease of EGFP signal, % at 10 µM;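 active means EGFP signal decrease of at least 30% at 10 µM or well 3 SD below plate mean, unless failing retest; inactive means the rest, including hits failing retest or dose response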; further: some compounds called inactive have numbers as strong as hits; many of its hits are not listed in these tables
# CRFR2-BP antag: antagonists of CRF-binding protein/CRF-R2 receptor complex; HEK293 CRF-R2/CRF-BP, CRF-induced calcium fluorescence; inhibition, % at 11.8 µM; 350,000 tested, 0.59% active; AID 588475;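 active means inhibition of the ligand-induced calcium signal above about 50% at the single tested concentration, limit read from the data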
# * marks the source's active call; other numbers are inactive results; . = not tested or not shown.
cpd	smiles	IDE cell inh	NS3 helicase inh	VIM-2 inhibitor	IDE cell activ	UBC9 SUMO inh	GalR3 antagonist	IMP-1 inh	CRFR2-BP antag	p-CIP stab down
1	O=C(NCc1ccco1)C1Cc2cc(Cl)ccc2O1 (stereo not given)	-8	14	0.8	0	5	-7	-0.6	-7	0
2	CNC(=O)COC(=O)c1ccccc1Nc1ccccc1	1	-2	0.7	4	30	0	-0.1	-1	9
3	COc1cccc(Cn2c(=O)sc3ccccc3c2=O)c1	2	0	0.7	-5	-4	-6	-0.8	-6	-10
4	Cc1ccc(CN2C(=O)CCC2C(=O)NCCN2CCN(c3cccc(Cl)c3)CC2)cc1 (stereo not given)	2	-16	-3.8	-1	7	-4	-2.5	-1	7
5	O=C(CSc1ncnc2c1nnn2Cc1ccccc1)NC1CCCC1	-1	-1	0.8	7	16	9	-2.1	-7	-22
6	CC1CCN(Cc2nnnn2CCCC(=O)NCCc2cnn(C)c2)CC1	8	2	-0.4	6	6	-5	-3.0	-15	3
7	N#C/C(=C/c1ccc(Oc2ccc([N+](=O)[O-])cn2)cc1)C(=O)N1CCOCC1	4	9	-2.6	0	2	-2	-4.3	-62	3
8	Oc1ccc(Br)cc1/C=N/n1c(C2CCCCC2)n[nH]c1=S	-3	-5	-4.9	-10	18	-9	-0.8	-20	-6
9	Cc1ccc(C(=O)CCNc2cccc(Br)c2)o1	3	-10	-1.9	5	-10	-1	-1.8	23	1
10	CCN1CCN(C(=O)c2ccc3c(c2)N(Cc2ccc(F)cc2)C(=O)c2ccccc2S3=O)CC1 (stereo not given)	2	-10	-3.2	0	11	-1	-0.1	-12	5
11	CN(N)C(=S)NCc1ccccc1	4	11	-1.5	3	39	-3	-4.9	19	-12
12	Cc1oc2c(CN(C)C)c(O)ccc2c(=O)c1-c1cscn1	-2	1	-1.5	2	33	-6	0.2	7	-8

# Entries of single compounds, looked up by structure. Order of values: IDE cell inh	NS3 helicase inh	VIM-2 inhibitor	IDE cell activ	UBC9 SUMO inh	GalR3 antagonist	IMP-1 inh	CRFR2-BP antag	p-CIP stab down
# `O=C(CSc1ncnc2c1nnn2Cc1ccccc1)NC1CCCC1` is entered as -1	-1	0.8	7	16	9	-2.1	-7	-22
# `CC1CCN(Cc2nnnn2CCCC(=O)NCCc2cnn(C)c2)CC1` is entered as 8	2	-0.4	6	6	-5	-3.0	-15	3
# `CNC(=O)COC(=O)c1ccccc1Nc1ccccc1` is entered as 1	-2	0.7	4	30	0	-0.1	-1	9
# `Cc1ccc(C(=O)CCNc2cccc(Br)c2)o1` is entered as 3	-10	-1.9	5	-10	-1	-1.8	23	1
# `CN(N)C(=S)NCc1ccccc1` is entered as 4	11	-1.5	3	39	-3	-4.9	19	-12

# The results go on.
cpd	smiles	IDE cell inh	NS3 helicase inh	VIM-2 inhibitor	IDE cell activ	UBC9 SUMO inh	GalR3 antagonist	IMP-1 inh	CRFR2-BP antag	p-CIP stab down
13	COc1ccc(C(=O)O)cc1S(=O)(=O)N1CCN(Cc2ccc3c(c2)OCO3)CC1	1	.	.	4	.	-6	.	-12	.
14	O=C(c1ccccc1)N1CCCCC(S(=O)(=O)c2ccc3ccccc3c2)C1=O (stereo not given)	1	-5	-6.0	-5	-7	-7	-3.3	29	-5
15	CCCC1=C(C(=O)OCC)C(c2ccco2)n2ncnc2N1 (stereo not given)	0	9	-1.5	6	5	-1	-1.3	19	19
16	COc1ccc(-c2[nH]ncc2CN2CCC(OCc3ccccn3)CC2)c(F)c1	0	-4	-1.0	7	30	-4	-3.5	8	-18
17	CCOc1ccccc1CN1CCN(Cc2nc3ccccc3s2)CC1CCO (stereo not given)	5	-2	-0.3	5	-7	-6	-3.2	-6	4
18	O=C1NC(=O)/C(=C/c2ccc(O)cc2)S1	7	7	-3.3	-4	-12	-1	-2.9	-6	6
19	NS(=O)(=O)c1cccc(NC(=O)CN2CCN(S(=O)(=O)c3ccc4c(c3)OCCO4)CC2)c1	5	.	.	1	.	-3	.	-4	.
20	CCCCOCCCNCc1cccn1CCN1CCOCC1	3	-25	-3.3	5	12	-5	-2.8	3	-6
21	O=c1cc(CSc2nnc(C3CC3)n2Cc2ccccc2)nc2sccn12	2	1	-0.2	-7	9	-5	-1.0	-15	11
22	CCOC(=O)c1ccc(CNS(=O)(=O)c2c(C)ccc3nsnc23)o1	-1	-2	-0.5	4	-15	-1	-2.0	2	-9
23	Cc1ccccc1NC(=O)COc1nsnc1N1CCOCC1	2	2	1.5	2	8	7	1.1	0	-3
24	Cc1cc(C)c2c(C(C)(C)C)nn(-c3ccccc3)c2n1	-1	-7	-2.0	-2	0	-10	-2.1	-9	-11
25	CCN(CC)c1ccc(C2C3CCCCC3(O)CCN2C(=O)c2cccs2)cc1 (stereo not given)	9	-4	-3.5	6	-1	-4	-0.6	-13	2
26	COc1ccc(C)cc1NC(=O)C1C2C=CC(C2)C1C(=O)O (stereo not given)	1	-1	-2.7	9	-7	1	-3.0	4	-3
27	CCC(C(=O)N1CCOCC1)n1nc(C)c2sc3ccccc3c2c1=O (stereo not given)	3	7	-3.2	-3	8	-8	-3.7	4	-6
28	O=C(NC(=S)Nc1ccccc1Cl)c1cncc(C#Cc2ccccc2)c1	-2	-11	-2.6	7	-16	0	-1.6	-27	-6
29	COc1ccc(CN(CCN2CCOCC2)C(=O)c2c(F)cccc2F)cc1OC	8	-1	-4.6	1	2	-5	-1.3	-2	2
30	c1ccc(OCCN2CCOCC2)cc1	9	-24	-0.4	-2	3	-9	-4.6	5	7
31	Cc1cc(C)c(NC(=O)Cn2nnc(C(=O)NCCc3ccccc3)c2N)c(C)c1	1	7	-1.9	-3	0	.	-3.4	9	-16
32	COCCCNC(=O)Cn1cnc2sc(C)c(S(=O)(=O)N3CCN(c4ccccc4OC)CC3)c2c1=O	-2	3	-3.5	1	6	-9	-0.9	0	-10
33	CN1CCN(C/C(=C2/N=C(c3ccccc3)OC2=O)N(C)C)CC1	1	4	1.6	3	10	-1	-0.2	11	0
34	COc1cc2c(cc1OC)C(NNC(=O)c1ccc(Br)o1)=NC(C)(C)C2	4	1	-8.2	9	-11	3	-2.0	3	-3
35	O=C(COc1ccccc1C(=O)O)Nc1nc2ccc([N+](=O)[O-])cc2s1	-7	4	-2.3	0	16	-8	-1.3	14	-3
36	COc1ccccc1C(=O)NC(=O)COC(=O)c1cccc(C)c1O	3	.	.	0	.	-5	.	3	.
37	COCC(O)CSc1c([N+](=O)[O-])nc(C)n1Cc1ccc(OC)c([N+](=O)[O-])c1 (stereo not given)	-4	-1	-2.1	7	-39	4	-0.2	15	-4
38	CCN1CCCC1CNC(=O)c1cn(C)c2ccc(S(=O)(=O)N3CCCCCC3)cc2c1=O (stereo not given)	.	0	-2.7	-1	5	-2	0.0	6	4
39	Cc1nc(C(C)N(C)Cc2nc(-c3ccc4c(c3)OCO4)no2)c(C)s1 (stereo not given)	-4	-1	0.9	1	-4	-4	0.7	2	0
40	Cc1ccc(CN(C(=O)c2ccco2)C(C(=O)NC2CCCC2)c2cccnc2)cc1 (stereo not given)	-3	-6	0.6	9	4	-3	-2.0	-9	8
41	CC(C)C(NS(=O)(=O)c1cccc2nsnc12)C(=O)NC1CCCCC1 (stereo not given)	-5	8	-0.2	5	-4	-6	-1.1	7	0
42	CNC(=S)N/N=C/c1cn(Cc2ccc(F)cc2)c2ccccc12	0	-14	-4.4	2	-16	-7	-2.0	-8	12
43	CCCn1c(SCC(=O)c2cc(C)c(C)cc2C)n[nH]c1=O	4	-10	-0.2	0	1	-2	-1.3	-7	-12
44	O=C(c1cccs1)N1CCN(c2ncccn2)CC1	5	1	-1.3	1	5	2	-2.0	-4	-2
45	CSC1=NCCN1C(=O)c1ccco1	1	1	-1.1	5	17	-1	-3.6	21	3
46	C#CC(C)(CC)NC(=O)Cn1nnc(-c2cccc(C(F)(F)F)c2)n1 (stereo not given)	7	9	-2.6	-2	0	-4	-0.8	-49	5
47	Cc1ccn2c(C=O)c(-c3ccc(F)cc3)c(C=O)c2c1	-2	12	0.9	3	0	-2	-1.6	42	-10
48	Cc1noc(/C=C/N(C)C)c1S(=O)(=O)N1CCCC(C(=O)Nc2ccc(F)cc2F)C1 (stereo not given)	5	3	-2.2	5	17	-4	-0.9	-9	-5

# At a glance, some entries already given.
cpd	smiles	IDE cell inh	NS3 helicase inh	VIM-2 inhibitor	IDE cell activ	UBC9 SUMO inh	GalR3 antagonist	IMP-1 inh	CRFR2-BP antag	p-CIP stab down
37	COCC(O)CSc1c([N+](=O)[O-])nc(C)n1Cc1ccc(OC)c([N+](=O)[O-])c1 (stereo not given)	-4	-1	-2.1	7	-39	4	-0.2	15	-4
38	CCN1CCCC1CNC(=O)c1cn(C)c2ccc(S(=O)(=O)N3CCCCCC3)cc2c1=O (stereo not given)	.	0	-2.7	-1	5	-2	0.0	6	4

# More records follow:
cpd	smiles	IDE cell inh	NS3 helicase inh	VIM-2 inhibitor	IDE cell activ	UBC9 SUMO inh	GalR3 antagonist	IMP-1 inh	CRFR2-BP antag	p-CIP stab down
49	Cc1ccc(N(C(=O)c2csnn2)C(C(=O)NC(C)(C)C)c2cccs2)cc1 (stereo not given)	6	6	-0.5	-7	1	-6	-2.3	4	-19
50	COc1ccccc1C(=O)c1c(C)c(CCC#N)n2ccccc12	7	-16	-1.1	3	7	-12	-3.5	12	-1
51	Cc1ccccc1NC(=O)Nc1ccccc1C(N)=O	3	7	-2.5	-2	23	-3	-2.4	1	-2
52	Cc1cccc(NC(=O)c2cc(S(=O)(=O)N3CCCC3)cn2C)c1	-1	-7	-3.5	1	18	.	-3.0	19	-3
53	CCCSc1nnc2nc3c(nn12)c1ccccc1n3C	-2	2	2.0	0	5	5	-3.2	-1	-12
54	Cc1nc(Nc2cnc(/C=C/c3cc(C(=O)Nc4cccc(C(F)(F)F)c4)ccc3C)cn2)cc(N2CCNCC2)n1	4	-89	-0.7	.	-9	.	0.9	-48	-17
55	COC(=O)C1C(=O)NC(SC)=C(C#N)C1c1ccccc1F (stereo not given)	1	2	-3.1	0	-28	-5	-5.3	-1	0
56	Cc1ccccc1N1CCN(Cc2c(C#N)c3ccccc3n2C)CC1	6	-10	-2.1	-4	9	-7	-3.3	-26	0
57	COc1cc(C(Nc2ccc3c(c2)OCO3)C(=O)NC2CCCCC2)cc(OC)c1OC (stereo not given)	6	10	-1.1	2	14	-5	-2.4	15	-4
58	Cc1cc(C)c2c(N)c(C(=O)NN3CC(=O)N(c4ccccc4F)CC3=O)sc2n1	3	0	2.0	-4	32	-4	-2.7	44	-1
59	O=C(NCCc1ccccc1F)C1CCC(=O)N(Cc2ccc(Cl)cc2)C1 (stereo not given)	2	-3	1.0	4	13	0	0.8	-3	6

# Screening results as filed in PubChem BioAssay.

# Rows were taken by chance, and some 3.2% of all compounds hit somewhere here.
